# pPAFAH FP inh: pPAFAH enzyme inhibitors, primary screen, biochemical, fluorescence polarization, human. recombinant pPAFAH, FP-rhodamine probe fluorescence polarization. 330,000 compounds, 1.5% hits. Platelet-activating factor acetylhydrolase (Homo sapiens), Q13093. inhibition, % at 3.39 µM;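 active = inhibition above the mean inhibition across the screen plus 3 SD, cut at about 25% in these data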;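 note: inhibitors block binding of the rhodamine activity-based probe so polarization drops; 0% = enzyme with DMSO and 100% = wells lacking pPAFAH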
# PAFAH1B2 FP inh: PAFAH1B2 enzyme inhibitors, primary screen, biochemical, fluorescence polarization, human. inhibition, % at 3.39 µM. 340,000 compounds, 1.2% hits. recombinant PAFAH1B2, FP-rhodamine activity probe;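 active = inhibition above the mean of all tested compounds plus 3 SD, cut at about 24% in these data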;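 note: 0% = enzyme with DMSO and 100% = wells lacking PAFAH1B2; many of its hits are not listed in these tables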
# Target sequence (P68402 whole entry, looked up): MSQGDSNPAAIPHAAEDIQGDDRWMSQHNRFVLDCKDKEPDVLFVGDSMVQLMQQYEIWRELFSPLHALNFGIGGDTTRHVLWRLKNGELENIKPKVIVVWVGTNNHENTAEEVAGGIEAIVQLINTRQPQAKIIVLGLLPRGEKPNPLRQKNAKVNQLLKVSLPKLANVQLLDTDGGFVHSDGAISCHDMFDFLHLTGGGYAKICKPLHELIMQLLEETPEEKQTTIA
# PAFAH2 FP inh: PAFAH2 enzyme inhibitors, primary screen, biochemical, fluorescence polarization, human | 340,000 compounds, 0.99% hits | recombinant PAFAH2, FP-rhodamine activity probe | inhibition, % at 3.39 µM | AID 492956, 2010;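 active = inhibition above the mean over all tested compounds plus 3 SD, cut at about 30% in these data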;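 note: inhibitors block probe labeling of enzyme so polarization drops; 0% = enzyme with DMSO and 100% = wells lacking PAFAH2 protein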
# PAD4 inh: human PAD4 inhibitors, primary screen, biochemical, fluorescence polarization, 1536-well format | Protein-arginine deiminase type-4 (Homo sapiens), Q9UM07 | 330,000 compounds, 0.41% hits | recombinant PAD4, RCA probe fluorescence polarization | inhibition, % at 6.36 µM | AID 485272, 2010;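 active = percent inhibition above a cutoff equal to the mean of all tested compounds plus 3 SD, cut at about 15% in these data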;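 note: 0% = PAD4 with RCA probe and DMSO and 100% = probe without PAD4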
# LYPLA2 counter: LYPLA2 inhibitors, primary screen, counter-screen for PME1 inhibitor project, biochemical, fluorescence polarization, FP-Rh probe ABPP; 320,000 compounds, 0.38% hits; AID 2177, 2009; Acyl-protein thioesterase 2 (Homo sapiens), O95372; recombinant LYPLA2; inhibition, % at 5.9 µM;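 active = inhibition above the screen-wide mean plus 3 SD, limit set per campaign, cut at about 26% in these data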;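 note: 0% = LYPLA2 with DMSO and 100% = wells lacking LYPLA2 enzyme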
# Target sequence (O95372 whole entry, looked up): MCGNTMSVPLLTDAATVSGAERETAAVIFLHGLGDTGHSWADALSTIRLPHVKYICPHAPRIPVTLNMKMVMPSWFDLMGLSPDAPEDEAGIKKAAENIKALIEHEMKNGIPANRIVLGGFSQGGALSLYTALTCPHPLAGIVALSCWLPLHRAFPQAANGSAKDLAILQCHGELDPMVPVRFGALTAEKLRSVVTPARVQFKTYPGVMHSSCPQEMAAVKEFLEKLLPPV
# PME-1 inh: PME-1 inhibitors via competitive probe labeling, primary screen, biochemical, fluorescence polarization, FP-Rh probe, HTS. recombinant PME-1. Protein phosphatase methylesterase 1 (Homo sapiens), Q9Y570. AID 2130, 2009. inhibition, % at 5.9 µM. 320,000 compounds, 0.53% hits;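 active = inhibition above the campaign mean of all compounds plus 3 SD, cut at about 26% in these data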;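 note: competitive labeling of PME-1 active site by serine hydrolase directed probe; 0% = PME-1 with DMSO and 100% = wells lacking PME-1 enzyme; inhibitors block probe labeling so polarization falls and inhibition rises; many of its hits are not listed in these tables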
# PAFAH1B3 inh: PAFAH1B3 enzyme inhibitors, primary screen, biochemical, fluorescence polarization, human. recombinant PAFAH1B3, FP-rhodamine probe. inhibition, % at 3.39 µM. 340,000 compounds, 0.28% hits;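 active = inhibition above the screen-wide average of all tested compounds plus 3 SD, cut at about 25% in these data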;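 note: 0% = enzyme with DMSO only and 100% = wells lacking PAFAH1B3 protein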
# Target sequence (Q15102 whole entry, looked up): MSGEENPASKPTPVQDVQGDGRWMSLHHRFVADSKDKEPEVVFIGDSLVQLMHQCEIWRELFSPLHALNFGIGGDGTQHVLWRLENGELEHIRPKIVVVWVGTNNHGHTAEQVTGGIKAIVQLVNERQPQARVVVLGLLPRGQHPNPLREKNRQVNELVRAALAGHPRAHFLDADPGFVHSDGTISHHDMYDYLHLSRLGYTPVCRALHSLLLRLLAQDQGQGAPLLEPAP
# GSTO1 inh: inhibitors of recombinant GSTO1, primary screen, counter-screen for RBBP9 inhibitor project, biochemical, fluorescence polarization | Glutathione S-transferase omega-1 (Homo sapiens), P78417 | activity-based probe fluorescence polarization | inhibition, % at 5.96 µM | 300,000 compounds, 1.1% hits | AID 1974, 2009;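 active = inhibition above the campaign mean inhibition plus 3 SD, cut at about 35% in these data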;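 note: 0% = GSTO1-1 with DMSO and 100% = wells lacking GSTO1-1 enzyme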
# Target sequence (P78417 whole entry, looked up): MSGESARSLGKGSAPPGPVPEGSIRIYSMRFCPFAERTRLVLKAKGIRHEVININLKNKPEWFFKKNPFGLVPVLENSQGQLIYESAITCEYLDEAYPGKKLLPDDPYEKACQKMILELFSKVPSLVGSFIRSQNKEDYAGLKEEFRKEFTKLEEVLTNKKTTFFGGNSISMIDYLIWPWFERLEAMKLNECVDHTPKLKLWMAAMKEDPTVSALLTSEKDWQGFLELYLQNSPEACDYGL
# LYPLA1 counter: LYPLA1 inhibitors, primary screen, counter-screen for PME1 inhibitor project, biochemical, fluorescence polarization, FP-Rh probe ABPP. recombinant LYPLA1. inhibition, % at 5.9 µM. 320,000 compounds, 0.16% hits. AID 2174, 2009;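 active = inhibition above the mean of all tested compounds plus 3 SD, set per campaign, cut at about 14% in these data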;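 note: inhibitors block serine hydrolase probe labeling of LYPLA1 so polarization falls; 0% = enzyme with DMSO and 100% = wells lacking LYPLA1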
# * hit, by the source's call; . = no result given.
SMILES,pPAFAH FP inh,PAFAH1B2 FP inh,PAFAH2 FP inh,PAD4 inh,LYPLA2 counter,PME-1 inh,PAFAH1B3 inh,GSTO1 inh,LYPLA1 counter
COc1cccc(C(O)c2nc3ccccc3n2C(C)C)c1 (configuration not stated),1,-2,1,-3,-1,7,-2,-5,-2
Cc1ccc(NC(=O)COC(=O)CC2CC3CCC2C3)cc1S(=O)(=O)N1CCOCC1 (configuration not stated),11,5,69*,0,.,.,3,.,.
CSc1nc(O)c(N=Nc2ccc(F)cc2F)c(=O)[nH]1,10,3,0,-2,5,6,13,5,2
Cc1cc2c(cc(C(=O)OCC(=O)NCc3cccs3)n2C(C)C)o1,13,1,9,-11,5,3,2,-7,-2
COc1cccc(-c2cc(C(=O)N3CC4(C)CC3CC(C)(C)C4)no2)c1 (configuration not stated),1,1,1,2,6,3,-5,-2,-3
c1ccc(-c2ncc(CSc3nncn3-c3ccccc3)s2)cc1,-2,8,5,0,0,0,3,3,-3
Cc1cc[n+]2n1CC(O)C2 (configuration not stated),-4,.,.,6,11,2,.,1,1
O=C(C1=NN[C@@H]2C(=O)N(c3cccc(F)c3)C(=O)[C@H]12)c1ccc2ccccc2n1,0,5,3,3,3,1,5,-5,1
O=C(Nc1ccccc1-c1ccccc1)NC1CC2CCCC(C1)N2Cc1ccc(F)cc1 (configuration not stated),-6,-1,0,-12,-4,1,10,-4,-1
S=c1[nH]nc(COc2cccc(Cl)c2)n1Cc1ccccc1,6,14,2,2,12,1,7,3,4
COc1ccc(C2CC(c3cc(Br)ccc3F)n3nnnc3N2)cc1 (configuration not stated),7,8,-2,-5,5,0,1,9,-1
Nc1ncnc2nc(SCC(=O)Nc3ccccc3F)[nH]c12,3,2,-4,-1,3,-5,4,8,-3
Cc1ccc(-c2nnn(CC(=O)N(CCCO)C(C(=O)NC3CCCC3)c3ccc(Cl)cc3)n2)o1 (configuration not stated),-8,5,-7,-3,-8,-9,6,-5,-2
CSc1nn2c(C(F)(F)F)cc(C(F)(F)F)nc2c1C(=O)O,-2,4,-3,-5,4,0,7,11,4
Cc1cc(-c2nnc3n2N=C(c2ccc(-c4ccccc4)cc2)CS3)n[nH]1,2,-5,5,-7,-17,-13,5,-21,-17
Cc1cc(C)c(NC(=O)CN2C(=O)NC3(CCCc4ccccc43)C2=O)c(Cl)c1 (configuration not stated),0,7,-1,3,-3,-3,9,9,-1
CC(C)c1cccc(C2=CC(=O)C[C@H](c3ccc(F)cc3)C2)c1,2,4,3,2,3,-1,15,.,-1
Cn1c(CSc2nc3ccccc3n2C)nc2ccccc21,-7,-1,-8,-3,9,7,1,10,3
CCOc1ccc(NC(=O)CSc2nc(=O)n(CCCN3CCOCC3)c3c2CCC3)cc1,2,-1,-1,1,2,-9,10,2,3
COc1ccc(N(CC(=O)Nc2cccc(C)c2C)S(=O)(=O)c2c(C)[nH]c(=O)[nH]c2=O)cc1,1,-1,4,0,1,5,4,11,0
COc1ccc(CN2CCCC(N3CCN(c4ccc(OC)cc4)CC3)C2)cc1 (configuration not stated),0,3,-1,1,5,4,4,3,0
CCOc1ccc(C(=O)N2CCN(c3ccccc3)CC2)cc1OCC,-2,-3,0,6,0,-1,1,6,0
CCc1ccc(C2=NN(S(C)(=O)=O)C(c3cccs3)C2)cc1 (configuration not stated),4,3,1,0,-3,-5,3,5,0
COC(=O)c1cccc(-n2c(C)cc(C=O)c2C)c1C,4,1,-4,-2,-2,-7,4,2,-3
CCn1c(COc2cccc(C)c2C)nnc1SCC(=O)N1CCN(c2ccc(OC)cc2)CC1,-2,5,5,1,8,2,10,8,1
CCC(=O)N(CCN1CCOCC1)Cc1cc2cc3c(cc2nc1Cl)OCO3,0,-3,2,3,0,-3,9,-3,-2
Cc1ccc(OCC(=O)N/N=C/C=C/c2ccco2)cc1,51*,-2,9,1,-5,8,-1,8,-6
Cc1ccc(-c2nnn(CC(=O)NCc3ccccc3)n2)c(-n2cnnn2)c1,-4,3,2,-4,2,-8,3,-3,1
ONc1cccnc1-n1nc(C(F)(F)F)cc1C(F)(F)F,5,.,.,-15,-1,-1,.,8,2
O=C(c1ccc(F)cc1)C1CCN(S(=O)(=O)c2ccccc2)CC1,3,3,-1,-1,3,6,-1,3,1
Cc1cccc(NC(=O)c2ccc3c(c2)OCCO3)n1,-11,4,-5,-1,-4,1,0,1,1
COc1cccc(C2Nc3ccccc3NC3=C2C(=O)CC(C)(C)C3)c1 (configuration not stated),9,3,3,-2,0,-2,-1,-6,-2
Cc1c(Cl)cccc1NC(=O)CNc1cccc(S(=O)(=O)N(C)C)c1,0,1,-1,-3,-10,4,3,3,0
Nc1ccccc1Sc1c[nH]c2ccccc12,4,8,7,-2,-2,2,10,8,-3
CC(=O)N/C(=C/c1ccccc1)C(=O)NCCO,3,7,2,-1,6,-1,5,7,2
O=C(CCCn1c(=O)[nH]c2cc(Cl)ccc2c1=O)NCCCN1CCN(c2ccc(F)cc2)CC1,6,3,-8,0,5,3,1,10,0
CC(=O)c1c(N2CCCCC2)nc(=O)n(-c2ccccc2)c1C,4,1,2,2,2,5,0,1,-1
Cc1c(Br)c(O)c(Br)c2sc(=O)oc12,84*,7,-1,-1,0,18,14,74*,-6
CC1(C)CN(c2cccc(-c3ccnc4ncnn34)c2)C1=O,3,-4,-1,0,6,11,6,0,4
CC(=O)N(O)CCCCCNC(=O)CCC(=O)N(O)CCCCCNC(=O)CCC(=O)N(O)CCCCCNC(=O)CCC(=O)O,4,4,2,0,.,.,6,.,.
COC(=O)c1ccccc1S(=O)(=O)N(Cc1ccco1)Cc1cc2cc(OC)ccc2[nH]c1=O,1,0,0,0,0,4,10,0,1
Cc1cc(=O)oc2cc(OCC#N)ccc12,2,0,-3,0,8,-1,3,5,1
O=C(Nc1ccc(S(=O)(=O)NC2=NCCCCC2)cc1)c1cc(S(=O)(=O)N2CCOCC2)ccc1F,4,2,-9,-1,1,4,11,1,-1
COc1ccc(-c2c(C(F)(F)F)nn(C)c2NC(=O)c2ccco2)cc1,1,5,-10,3,2,-4,5,15,0
CC(C)C(=O)OC/C(O)=C(\C#N)c1nc2ccccc2[nH]1,5,-3,2,-4,-4,0,-1,-5,-3
C/C(N)=C(/C#N)C(=O)CSc1nc2ccccc2c(=O)n1-c1ccccc1C,2,0,-4,0,-1,14,20,2,-3
CCn1c(COc2ccccc2C)nnc1SCC(=O)Nc1cc(C)on1,-8,1,-1,2,-7,-4,3,-6,1
COc1cccc(-n2c(SCC(=O)NC3CCCCC3)nc3n[nH]c(C)c3c2=N)c1,1,2,-3,-2,-3,9,0,-9,-1
O=S(=O)(NCc1ccccc1)NCc1ccccc1,5,1,8,0,3,-1,6,3,-1
O=S1(=O)C=CC(Nc2cccc(Cl)c2)C1 (configuration not stated),2,2,0,-7,1,-4,6,1,-2
COC(=O)Cc1ccc(NC(=O)c2ccc(NC(=O)c3ccco3)cc2)cc1,0,3,4,-3,-9,-21,1,0,-5
CSc1ccc(-c2nc(CSCC(=O)NCCCN3CCOCC3)c(C)o2)cc1,6,1,-4,0,3,2,0,-2,0
COC(=O)C(C)Sc1nnc(Cc2cc(=O)[nH]c(=O)[nH]2)n1-c1ccc(OC)cc1 (configuration not stated),6,2,10,-1,-6,-2,7,0,3
Cc1ccc(C)c(Nc2ncnc(N)c2[N+](=O)[O-])c1,3,-1,8,4,-2,-7,-7,3,-2
O=S(=O)(Cc1ccccc1)c1cnc2ccccc2n1,0,-3,1,0,0,-8,-1,-6,1
CN(CC(=O)NCCc1ccc(S(N)(=O)=O)cc1)CC(=O)Nc1ccccc1C(F)(F)F,-4,5,2,3,.,.,16,.,.
N=C1/C(=C\c2ccc(Br)o2)C(=O)N=C2SC(CC(=O)N3CCCCC3)=NN12,13,7,22,-41,-10,-19,-6,-3,-7
O=C(CSCc1c(F)cccc1Cl)NCc1ccco1,-1,9,-5,-2,1,5,10,5,-1
Cc1ccc(NC(=O)Nc2ccc3c(c2)nc(C)n3C)cc1,5,4,-4,1,3,5,5,9,4
CN(Cc1ccccc1)S(=O)(=O)c1ccc2c(c1)CCC(=O)N2,5,-1,8,-5,7,0,7,3,-6

# Next section, overlapping the part above by two compounds.
SMILES,pPAFAH FP inh,PAFAH1B2 FP inh,PAFAH2 FP inh,PAD4 inh,LYPLA2 counter,PME-1 inh,PAFAH1B3 inh,GSTO1 inh,LYPLA1 counter
Cc1ccc(NC(=O)Nc2ccc3c(c2)nc(C)n3C)cc1,5,4,-4,1,3,5,5,9,4
CN(Cc1ccccc1)S(=O)(=O)c1ccc2c(c1)CCC(=O)N2,5,-1,8,-5,7,0,7,3,-6
O=C(CCc1c[nH]c2ccccc12)OCc1ccc(Br)cc1,10,10,5,2,7,4,5,3,-1
COc1ccc2cc(C3CC(c4ccco4)=NN3S(C)(=O)=O)c(Cl)nc2c1 (configuration not stated),3,5,0,-1,8,0,-1,-1,0
Cc1ccc(C(=O)Nc2ccccc2NC(=O)c2ccc(C)o2)o1,0,0,7,2,2,1,6,0,0
CCC(=O)N1CCc2cc(OC)c(OC)cc2C1COc1ccc(F)cc1 (configuration not stated),6,3,0,-2,1,1,1,-13,-1
CCOC(=O)c1c(-c2ccc(C)cc2)csc1/N=C/N(C)C,12,-1,-1,2,9,3,6,2,6
CCOc1ccc(-n2c(=O)c3c4c(sc3n(CC(=O)NCC3CCCO3)c2=O)CCCC4)cc1 (configuration not stated),4,5,-6,5,5,2,4,4,1
O=C(Oc1cc(-c2ccccc2)no1)c1cccc(C(F)(F)F)c1,2,4,-3,0,-3,-5,9,10,0
CCOC(=O)c1sc(NC(=O)CSc2nc(-c3ccco3)cc(C(F)(F)F)n2)c(C#N)c1C,4,7,-5,-2,1,-5,4,0,1
CC(C)(C)n1nc2c(c1NC(=O)c1cc(Cl)ccc1[N+](=O)[O-])CS(=O)(=O)C2,-1,1,-2,0,-7,9,8,2,-1
O=C(Nc1cccc(NC(=O)c2sc3ccccc3c2Cl)c1)c1ccco1,-7,-14,-54,-1,-46,-12,-8,-11,-18
Cc1cccc(-c2nsc(SCC(=O)Nc3cc(C)on3)n2)c1,-9,-1,3,-3,-2,-8,-7,-5,-5
Cc1nn(-c2ccccc2)c(N2CCCC2)c1/C=N/NC(=O)C1CC1,2,2,-4,2,4,-3,-2,-4,2
COc1ccc(OC)c(/C=C/C(=O)OCC(=O)c2c(N)n(C)c(=O)n(C)c2=O)c1,9,-2,-11,-5,8,5,-4,-16,-3
COc1ccccc1NS(=O)(=O)c1cccc(NS(=O)(=O)c2ccc(Cl)c(C(=O)O)c2)c1,1,9,2,-1,.,.,1,.,.
Clc1cccc(Cl)c1CSc1nnc(-c2ccncc2)s1,9,5,7,1,13,-2,8,-1,3

# Some of the compounds tested; rates above refer to the full screens.
